Assay outcomes (PubChem BioAssay)
MT1-MMP act inh = MT1-MMP (human) activation inhibition; P50281; HT1080 RFP-PRO-GFP cells, GFP/RFP ratio fluorescence, overnight; percent of plate control window, DMSO zero; GFP/RFP ratio change, % at 20 µM; AID 651647; 360,000 compounds, 0.061% hits;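 active = GFP/RFP ratio change of at least 30% with cell ATP level not reduced by more than half and red fluorescence within 50% of control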; also: strong numbers were not always called active
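Assay system: HT1080 RFP-PRO-GFP cells | Dosing: 20 µM single dose, 1% DMSO | Incubation: Cells overnight before dosing, compound overnight, 37 °C, 5% CO2 | Evaluation: GFP/RFP fluorescence ratio | Control set: DMSO-only wells and HT1080 RFP-L50D-GFP cell wells as references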
Neddyl block = blocks human cullin neddylation | P61081+Q13564 | TR-FRET cullin neddylation, biochemical | calls only at 25 µM | 360,000 compounds, 0.58% hits; in the data active = inhibition above about 36%
Target sequence (P61081 whole entry, looked up): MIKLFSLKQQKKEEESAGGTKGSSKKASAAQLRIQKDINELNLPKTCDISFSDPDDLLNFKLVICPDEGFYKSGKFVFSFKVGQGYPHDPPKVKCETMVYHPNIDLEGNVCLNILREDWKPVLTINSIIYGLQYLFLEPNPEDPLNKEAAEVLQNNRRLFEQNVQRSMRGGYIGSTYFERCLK
Target sequence (Q13564 whole entry, looked up): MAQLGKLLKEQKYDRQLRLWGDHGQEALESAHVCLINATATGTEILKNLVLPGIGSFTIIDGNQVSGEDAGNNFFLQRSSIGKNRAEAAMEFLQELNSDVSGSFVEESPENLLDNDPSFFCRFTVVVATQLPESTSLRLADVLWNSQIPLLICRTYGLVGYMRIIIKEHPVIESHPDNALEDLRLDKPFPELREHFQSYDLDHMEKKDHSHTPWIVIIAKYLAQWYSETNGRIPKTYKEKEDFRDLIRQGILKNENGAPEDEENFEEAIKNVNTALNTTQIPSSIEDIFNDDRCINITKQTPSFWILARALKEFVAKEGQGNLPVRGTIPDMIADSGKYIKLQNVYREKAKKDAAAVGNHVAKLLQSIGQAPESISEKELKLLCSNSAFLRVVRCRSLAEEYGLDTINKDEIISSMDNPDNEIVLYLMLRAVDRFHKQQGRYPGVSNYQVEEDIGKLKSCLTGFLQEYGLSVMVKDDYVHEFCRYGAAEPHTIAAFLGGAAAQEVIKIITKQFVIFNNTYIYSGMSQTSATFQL
Rpn11 block = Rpn11 (human) deubiquitinase inhibition | O00487 | calls only at 20 µM | human 26S proteasome, Ub4-pepOG fluorescence polarization; 20S core pre-blocked with epoxomicin | 360,000 compounds, 0.59% hits;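 active = inhibition at 20 µM, scaled to each plate's controls, above about 33%, limit read from the data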
PABP1 MLLE inh = inhibitors of microRNA-mediated deadenylation, human PABP1 MLLE binding; P11940; GST-MLLE / FITC-PAM2 fluorescence polarization; inhibition, % at 20 µM; 360,000 compounds, 0.36% hits; in the data active = inhibition above about 35%, passing the limit was not always enough;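 also: plate controls were DMSO wells with GST-MLLE for no effect and wells lacking GST-MLLE protein for full effect; some results filed as inactive read as strong as hits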
FAS TE block = inhibitors of human fatty acid synthase thioesterase domain | P49327 | recombinant FAS-TE, OMFH fluorogenic substrate, fluorescence endpoint | inhibition, % at 15 µM | 360,000 compounds, 0.67% hits | AID 602261;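 active = compounds whose normalised, plate-corrected inhibition of enzyme fluorescence in the single-dose primary screen is 50% or more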;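 also: 0% = DMSO with enzyme and 100% = substrate without enzyme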
CSN inh = inhibitors of human CSN-mediated cullin deneddylation; Q92905; Purified CSN, SCF-Nedd8-OG deneddylation, fluorescence polarization; inhibition, % at 12.5 µM; 360,000 compounds, 0.38% hits;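 active = pattern-corrected inhibition above about 35%, with an unprinted fluorescence ratio check between 0.5 and 1.5, limit read from the data, passing the limit was not always enough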;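 also: 0% = enzyme with substrate and 100% = substrate without enzyme; some results filed as inactive read as strong as hits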
Target sequence (Q92905 whole entry, looked up, one chain of several): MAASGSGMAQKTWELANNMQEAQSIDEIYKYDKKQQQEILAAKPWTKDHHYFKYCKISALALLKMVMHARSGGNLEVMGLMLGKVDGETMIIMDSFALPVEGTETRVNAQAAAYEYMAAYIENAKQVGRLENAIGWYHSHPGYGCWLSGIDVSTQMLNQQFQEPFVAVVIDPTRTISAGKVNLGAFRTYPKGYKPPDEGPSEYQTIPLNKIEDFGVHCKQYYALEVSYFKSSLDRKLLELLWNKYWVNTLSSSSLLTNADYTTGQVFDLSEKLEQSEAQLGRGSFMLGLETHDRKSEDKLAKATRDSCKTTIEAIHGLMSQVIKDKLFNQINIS
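assay system = purified human Csn5 enzyme expressed in HEK293T cells | amount = 0.24 nM enzyme | buffer or medium = Tris/NaCl/DTT buffer, pH 7.5 | reagent = 10 nM SCFSkp2-Nedd8OG | compound = one concentration, 12.5 µM, 0.25% DMSO | times = 90 min reaction at room temperature | signal = FP | read-out basis = % inhibition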
Rin1-Abl PPI inh = human Rin1-Abl interaction inhibition. 360,000 compounds, 0.4% hits. TR-FRET Rin1/Abl binding, biochemical. AID 588664. inhibition, % at 7.35 µM. P00519+Q13671; in the data active = inhibition above about 5%, passing the limit was not always enough
NadD block = NadD (S. aureus) enzyme inhibition | purified NadD enzyme, colorimetric absorbance read-out | inhibition, % at 20 µM | 360,000 compounds, 0.78% hits | AID 602399; in the data active = inhibition above about 26%; also: some compounds past the cut are filed as inactive
SKN-1 inh = C. elegans SKN-1 inhibition | C. elegans VP596 Pgst-4::GFP/RFP ratio, acrylamide-induced, 24 h | inhibition, % at 21.8 µM | 360,000 compounds, 0.49% hits | AID 624304;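 active = interference check ratio from 0.5 to 1.5 plus GFP to RFP signal ratio inhibition reaching or exceeding a fixed threshold, cut at about 30% in these data, passing the limit was not always enough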; also: some compounds called inactive have numbers as strong as hits
An asterisk follows results filed as active; i = inactive; / = not tested or not shown; + = active, no number.

SMILES	MT1-MMP act inh	Neddyl block	Rpn11 block	PABP1 MLLE inh	FAS TE block	CSN inh	Rin1-Abl PPI inh	NadD block	SKN-1 inh
Cc1ccc(NC(=S)NNc2ncc(C(F)(F)F)cc2Cl)cc1	1	i	i	20	-2	3	0	-4	6
Cc1ccccc1NC(=O)Cn1nc(C(=O)O)c2ccccc2c1=O	-2	i	i	0	-1	0	-4	4	14
CCOc1cccc(/C=N/NC(=O)C2CCCC2)c1O	0	i	i	-7	6	2	2	-1	26
CC(=O)Nc1ccc(NC(=O)C(C)OC(=O)c2cccc(S(=O)(=O)N3CCCCCC3)c2)cc1 (stereo not given)	-4	i	i	-9	-2	-2	-1	-6	4
COc1ccc(CCN(C)CCC(=O)Nc2ccc(C)cc2)cc1OC	-1	i	i	2	-12	-6	1	-6	3
CCOc1ccc(C(CC(=O)O)NC(=O)C23CC4CC(CC(C4)C2)C3)cc1OC (stereo not given)	-1	i	i	-10	-3	2	-1	-5	6
CC1CCCC(C)N1C(=O)COC(=O)C1CCN(S(=O)(=O)c2c(Cl)cccc2Cl)CC1 (stereo not given)	5	i	i	-3	13	-5	-2	-1	10
CC1CCCCC1NC(=O)c1ccc(S(=O)(=O)N2CCN(C)CC2)cc1 (stereo not given)	-3	i	i	13	-3	-3	-2	-3	15
CC(C)CC(c1nnnn1CC1CCCO1)N1CCN(c2nc3ccccc3s2)CC1 (stereo not given)	-6	i	i	17	10	2	-1	2	25
O=C(NC1CC1)c1cccc(S(=O)(=O)N2CCOCC2)c1	2	i	i	8	-8	-1	-1	0	-19
O=C(CN1C(=O)NC2(CCCC2)C1=O)Nc1ccccc1N1CCCC1	-6	i	i	8	-8	-1	-4	0	14
O/N=C(\c1ccc(Cl)cc1Cl)c1ncc(C(F)(F)F)cc1Cl	-2	i	i	3	-77	1	-2	-4	-17
CCc1ccc(CCC(=O)Nc2ccc(Cl)cc2)o1	-1	i	i	-2	10	-2	5	-13	-3
COc1ccccc1C(=O)NNC(=O)c1cc2ccccc2cc1O	3	i	i	2	8	0	-1	2	-2
O=C(NC1CCCc2ccccc21)C1CCN(S(=O)(=O)c2cccc3nsnc23)CC1 (stereo not given)	-5	i	i	-8	-9	7	1	2	3
O=C(c1ccc(CS(=O)c2ccc(Br)cc2)o1)N1CCN(C2CCCCC2)CC1 (stereo not given)	-3	i	i	-4	-3	-4	-1	-2	-1
C/C(=N/NC(=O)c1ccncc1)c1ccc2c(c1)OCO2	1	i	i	-3	-5	-2	5	1	-5
O=C1ON=C(c2ccccc2)/C1=C/c1ccccc1	-1	i	i	26	-3	0	1	7	-15
COc1cc(C)nc(NC(=O)COc2ccc(Cl)cc2C)n1	3	i	i	0	-6	3	0	-4	20
CC1(C)C2CCC1(CS(=O)(=O)Nc1ccc(S(=O)(=O)N3CCCCC3)cc1)C(=O)C2 (stereo not given)	-2	i	i	3	-9	9	-1	-1	11
CCCCCC(=O)Oc1cccc(N2C(=O)C3CCCCC3C2=O)c1 (stereo not given)	-2	i	i	-9	11	-13	-1	3	20
Nc1nc(NCc2ccco2)nn1-c1ccccc1	0	i	i	0	-3	-2	-2	0	8
CCCC(=O)Nc1nnc([C@H]2C[C@H](O)[C@@H](CO)O2)s1	-1	i	i	5	-7	-2	3	-2	1
O=C(C=CC=Cc1ccccc1)c1ccc([N+](=O)[O-])cc1	-5	i	i	-20	1	-2	0	-3	20
CS(=O)(=O)Nc1ccc(C(=O)Nc2ccccc2Sc2ccccc2)cc1	-9	i	i	-1	7	4	-3	-13	4

(list continues)
SMILES	MT1-MMP act inh	Neddyl block	Rpn11 block	PABP1 MLLE inh	FAS TE block	CSN inh	Rin1-Abl PPI inh	NadD block	SKN-1 inh
Cc1noc(C)c1CN1C(=O)c2cccc([N+](=O)[O-])c2C1=O	2	i	i	0	36	1	-1	-3	11
COC(=O)c1sc(NC(=O)CSc2nc3cccnc3n2C)nc1C	2	i	i	16	-5	4	-1	-2	8
Cn1c(N)c(C(=O)Nc2cccc(Cl)c2)c(=O)n(C)c1=O	1	i	i	-2	0	5	1	-10	6
CC1CCN(CCCCOc2ccc(C(=O)c3ccccc3)cc2)CC1	0	i	i	-2	-9	0	-1	-1	2
Cc1cnc(C)c(N2CCN(Cc3nc(-c4ccccc4)no3)CC2)n1	1	i	i	2	0	0	-2	-5	-11
COCc1c(Br)c(C)nc(OCC(=O)N/N=C/c2cc(C)n(-c3ccc([N+](=O)[O-])cc3)c2C)c1C#N	1	i	i	0	62*	0	-2	20	12
COc1ccc(NC(=O)OC(CN2CCCCC2)C(F)(F)F)cc1 (stereo not given)	-1	i	i	-5	2	-2	0	-4	-13
CN1CCC(OC(=O)c2ccco2)CC1	-2	i	i	6	-6	-3	-6	-2	1
CCCCN1C(=O)C(=O)NC[C@@H]1C(C)O (stereo not given in full)	6	i	i	-16	-8	-1	4	-4	11
Cc1oc(C)c2c(=O)ccc3c(c12)OC(N)=C(C#N)C3c1ccc(F)cc1 (stereo not given)	-141	i	/	-55	-7	27	4	9	9
CCCc1cc(Nc2cccc(OCC)c2)n2ncnc2n1	6	i	i	6	-3	-7	-4	-8	1
CCOC(=O)c1c(NC(=O)CSc2ncnc3ccccc23)sc(C(C)=O)c1C	-8	i	i	-10	50*	2	1	7	16
O=C(N1CCC(n2nc(-c3ccccc3)oc2=O)CC1)C1(c2ccc(Cl)cc2)CC1	-3	i	i	4	21	0	2	-2	7
Cc1ccccc1N(C(=O)c1csnn1)C(C(=O)NC(C)(C)C)c1cccs1 (stereo not given)	6	i	i	1	-6	3	1	0	3
Cc1cc(Nc2ccc(F)c(Cl)c2)n2nc(C)nc2n1	15	i	i	16	1	4	-4	0	4
COc1ccc(NC(=O)CN(C)CC(=O)N(CC(C)C)c2c(N)n(CC(C)C)c(=O)[nH]c2=O)cc1	-5	i	i	-5	-10	-3	-1	-3	0
COC(=O)c1cccc(NC(=O)c2ccc[n+]([O-])c2)c1	0	i	i	2	-3	4	17*	-3	-6
Cc1c(C(=O)N2CCN(c3ccccc3)CC2)oc2c(Cl)cccc12	-1	i	i	-7	32	1	4	2	5
O=C(Cc1ccccc1)N1CCNCC1	-2	i	i	-3	-3	0	-1	0	-7
NS(=O)(=O)c1ccc(NC(=O)COC(=O)c2ccco2)cc1	1	i	i	3	-7	-3	1	2	-1
CCOc1ccc(/C=C2\SC(N3CCCCC3)=NC2=O)cc1	9	i	i	5	5	1	-1	-1	5
CC(C)(C)c1ccc(C(=O)c2cn[nH]c2-c2ccccc2O)cc1	1	i	i	8	-126	3	0	-10	-7
Cc1c(Cl)cccc1NC(=O)NN1CCN(C)CC1	4	i	i	-4	-6	0	0	-2	-36
COc1ccc(Cl)cc1NC(=O)Nc1cccc([N+](=O)[O-])c1C	-1	i	i	-6	18	0	-4	-1	-4
CCN(CC)CCCNC(=O)c1oc2ccc(S(=O)(=O)N3CC(C)CC(C)C3)cc2c1C (stereo not given)	4	i	i	-4	24	3	2	-5	4

6 entries drawn at random from the list so far:
SMILES	MT1-MMP act inh	Neddyl block	Rpn11 block	PABP1 MLLE inh	FAS TE block	CSN inh	Rin1-Abl PPI inh	NadD block	SKN-1 inh
Cc1oc(C)c2c(=O)ccc3c(c12)OC(N)=C(C#N)C3c1ccc(F)cc1 (stereo not given)	-141	i	/	-55	-7	27	4	9	9
CCOc1ccc(/C=C2\SC(N3CCCCC3)=NC2=O)cc1	9	i	i	5	5	1	-1	-1	5
COc1ccccc1C(=O)NNC(=O)c1cc2ccccc2cc1O	3	i	i	2	8	0	-1	2	-2
COC(=O)c1sc(NC(=O)CSc2nc3cccnc3n2C)nc1C	2	i	i	16	-5	4	-1	-2	8
Cc1ccccc1NC(=O)Cn1nc(C(=O)O)c2ccccc2c1=O	-2	i	i	0	-1	0	-4	4	14
CCOc1ccc(C(CC(=O)O)NC(=O)C23CC4CC(CC(C4)C2)C3)cc1OC (stereo not given)	-1	i	i	-10	-3	2	-1	-5	6

(next part)
SMILES	MT1-MMP act inh	Neddyl block	Rpn11 block	PABP1 MLLE inh	FAS TE block	CSN inh	Rin1-Abl PPI inh	NadD block	SKN-1 inh
O=C(O)c1ccc(-n2nnc3ccccc32)c([N+](=O)[O-])c1	1	i	i	1	-8	-2	3	-6	-5
COc1ccc(/C=N/Nc2cc(C)nc3ccc(OC)cc23)c(OC)c1	-16	/	i	-4	-5	18	-15	7	-15
O=C(Nc1cccnc1)c1noc2c1CCCCC2	3	i	i	0	-5	-2	3	4	1
O=C(Cc1ccccc1)Nc1ccc(NC(=O)c2ccco2)nc1	8	i	i	4	-6	-1	-2	-3	-30
COc1ccc(NCc2nnc(SCC#N)n2-c2ccccc2OC)cc1	1	i	i	-37	-5	-2	6	5	6
COc1ccc(S(=O)(=O)N2CC(C)OC(C)C2)cc1C(=O)N1CCCCC1 (stereo not given)	3	i	i	10	-4	2	-2	3	-5
C/C(=N\Nc1ccccn1)c1cccs1	0	i	i	7	-1	6	-5	2	3
CCc1nc2c(OCC(=O)N3CCOCC3)cccn2c1N(C)C(=O)COc1ccccc1	-1	i	i	-2	-6	4	3	1	20
CN(C)c1nc(Cl)cc(N2CCOCC2)n1	1	i	i	-3	-6	-5	-4	-3	-1
CN(C)S(=O)(=O)Oc1ccc(C(=O)Nc2cccc(Cl)c2)cc1	2	i	i	-1	11	0	0	-6	-9
CC(C)c1ccc(Nc2ncc3c(n2)CCN(C(=O)Nc2ccc(F)c(Cl)c2)C3)cc1	-2	i	i	-11	25	1	-3	17	2
CC(C)C1=NN(C(=O)c2ccccc2)C(O)(C(C)(C)C)C1 (stereo not given)	1	i	i	7	-5	3	1	-3	5
CCc1ccc(C(=O)N/N=C(\C)c2cccnc2)s1	-8	i	i	1	-5	0	4	-2	11
Cn1c(CCNC(=O)c2ccc(Cl)cc2)n[nH]c1=S	7	i	+	5	-5	1	3	-3	-12
COc1ccc(C2N(c3ccc(OC)cc3)C(=O)C3CCCN32)cc1 (stereo not given)	0	i	i	-1	-2	5	-3	2	5
CCOc1ccc(-c2cccc(NS(=O)(=O)c3ccc([N+](=O)[O-])cc3)c2)nn1	0	i	i	-12	48	3	2	5	18
COc1ccc(/C=N/NC(=O)c2ccc(OC)c(OC)c2)cc1COc1c(F)c(F)c(F)c(F)c1F	3	i	i	2	10	3	1	-7	12
CSc1nc2ccc3nc(NC(=O)c4ccccc4)sc3c2s1	7	i	i	2	2	-1	-3	-10	16
c1ccc(-c2noc(CSc3nc4ccccc4o3)n2)cc1	-2	i	i	9	35	1	-4	-10	44*
CCN(C(=O)c1ccc2c(Cl)c3c(nc2c1)CCC3)c1ccc(C)c(C)c1	-6	i	i	-10	37	1	-7	12	6
COC(=O)[C@@H]1C[C@@]2(O)[C@H](O)[C@H](O)[C@H](O)C[C@H]2N1Cc1cc(F)ccc1F	8	i	i	-4	-8	5	1	3	-12
O=C(CCNC(=O)c1ccc(Br)o1)NCc1ccc(Cl)cc1	6	i	i	3	-2	-4	3	-5	-11
COc1cccc(CC(=O)OCC(=O)Nc2c(C)nn(-c3ccccc3)c2C)c1	9	i	i	-1	-8	3	-1	0	10
COc1ccc(S(=O)(=O)NNC(=O)C(=O)NNc2ccccn2)cc1	5	i	i	-5	-1	-4	-3	1	4
Cc1ccc(NCc2ccco2)cc1C	-2	i	i	2	0	-1	1	-9	6
Cc1cccnc1NC1(C(F)(F)F)N=C2SCCN2C1=O (stereo not given)	-1	i	i	7	-8	-8	4	-1	-5
